Abeta yeast res: A-beta toxicity reversal in yeast; yeast expressing A-beta42, growth rescue, OD600, 48 h; response scale: 0% DMSO, 100% iron-clioquinol control; Potency, µM (series often up to 46.1 µM), inactives show at the highest dose growth rescue, actives largely listed as activators; actives 0.063% (n = 410,000); AID 1347071; note: potency is the fitted concentration of half-maximal effect; nearly all actives have a fitted effect of over 55% in size
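Yeast A-beta toxicity model in growth medium with pinned compounds, 48 h at 30 C; growth read as absorbance at 600 nm. Normalized to FeCl3/clioquinol equimolar mix (positive) and DMSO (negative).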
PTHR1 agonist: PTHR1 (human) receptor agonism; Q03431; HEK293 GP2 PTHR1 cells, GloSensor cAMP luminescence, 1 h; Potency, µM (titrated, usually from 115 µM), inactives show at the top dose activation, hits mostly activators; actives 0.075% (n = 410,000); AID 743266; note: potency is the fitted concentration of half-maximal effect; nearly all actives have a fitted effect of over 55% in size; some results filed as inactive show a strong effect at the top dose; inactives centre near -15; many of its hits are not listed in these tables
Target sequence (Q03431 whole entry, looked up): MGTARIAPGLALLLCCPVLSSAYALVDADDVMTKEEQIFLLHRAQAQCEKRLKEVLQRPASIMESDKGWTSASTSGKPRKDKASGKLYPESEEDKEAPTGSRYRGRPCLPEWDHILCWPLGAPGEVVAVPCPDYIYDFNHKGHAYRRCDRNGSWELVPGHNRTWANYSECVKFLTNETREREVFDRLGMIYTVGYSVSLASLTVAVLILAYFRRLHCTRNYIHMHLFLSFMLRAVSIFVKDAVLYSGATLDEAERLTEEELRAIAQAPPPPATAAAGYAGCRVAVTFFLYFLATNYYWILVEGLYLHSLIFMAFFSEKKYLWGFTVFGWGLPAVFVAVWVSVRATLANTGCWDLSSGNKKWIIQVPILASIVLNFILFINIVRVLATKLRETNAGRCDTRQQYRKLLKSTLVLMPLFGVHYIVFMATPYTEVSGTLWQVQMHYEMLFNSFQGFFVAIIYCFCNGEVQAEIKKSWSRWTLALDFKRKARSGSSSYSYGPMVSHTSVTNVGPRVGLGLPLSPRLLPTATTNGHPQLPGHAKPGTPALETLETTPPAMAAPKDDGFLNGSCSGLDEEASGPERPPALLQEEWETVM
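HEK-293-derived GP2 cells expressing PTHR1 and a GloSensor cAMP reporter, 3,000/well, plated overnight, given luciferin plus IBMX (each 0.5 mM as added) for 1 h at 37 °C, then compound for 1 h at 37 °C. Luminescence was read after 15 min at room temperature.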
pAkt inh: inhibitors of Akt phosphorylation. actives 0.32% (n = 360,000). activity change, % for hits at 50 µM. Neuro2A IGF-stimulated pAkt S473 HTRF, 20 min; active compounds read low; in the data active = activity change below about -80%; inconclusive = mostly about -51% to -80%; note: % is set by controls: 0 for no effect and ±100 for the full control effect
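Neuro2A cells in DMEM with 0.5% FBS, overnight at 37 deg C, given compound at single 50 µM final, then IGF (6 nM final) for 20 min at 37 deg C. Lysed; phospho-Akt Ser473 by HTRF after 24 h, 665/615 ratio.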
FUS suppressor: rescues growth of FUS-expressing yeast | Potency, µM (titrated, usually from 76.6 µM), for inactives: at the highest dose growth rescue (activation), usual class: activators | actives 0.24% (n = 390,000) | S. cerevisiae FUS-expressing, growth rescue, OD600, 24 h | AID 1347120;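 note: potency is the fitted concentration of half-maximal effect; plate controls were DMSO vehicle for no effect and reference control for full effect; nearly all actives have a fitted effect of over 55% in size; some results filed as inactive show a strong effect at the top dose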
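Galactose (2%) drives FUS expression in yeast precultured in raffinose; seeding density OD 0.005. Test compounds incubated 24hr at 30C and 99% humidity before absorbance at 600 nm was measured.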
DRD3 antagonist: blocks the human D3 dopamine receptor. D3R cells, DiscoveRx beta-arrestin luminescence, antagonist mode; active compounds read low. max response, negative = inhibition, %. P35462. actives 2.5% (n = 360,000). AID 652054; in the data active = max response below about -50%; inconclusive = no clear call, values can overlap the other calls; note: % is set by controls: 0 for no effect and ±100 for the full control effect; mostly tested at two doses, the higher about 12 µM
Target sequence (P35462 whole entry, looked up): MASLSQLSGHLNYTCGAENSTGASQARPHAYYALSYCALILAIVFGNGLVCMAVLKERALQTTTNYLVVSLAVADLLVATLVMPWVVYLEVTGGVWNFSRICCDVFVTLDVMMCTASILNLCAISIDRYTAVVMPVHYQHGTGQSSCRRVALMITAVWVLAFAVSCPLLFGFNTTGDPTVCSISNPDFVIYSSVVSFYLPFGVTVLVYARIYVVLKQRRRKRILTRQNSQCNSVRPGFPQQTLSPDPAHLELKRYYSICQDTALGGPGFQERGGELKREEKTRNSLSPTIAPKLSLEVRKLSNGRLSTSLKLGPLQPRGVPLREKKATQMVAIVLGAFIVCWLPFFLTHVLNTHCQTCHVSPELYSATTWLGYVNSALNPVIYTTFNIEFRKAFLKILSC
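Cells expressing the human receptor were seeded at 1500 cells/well, incubated overnight at 37 degrees C in 5% CO2, then exposed to library compounds with dopamine controls for 90 minutes at 37 degrees C before luminescent detection.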
GLP-1R inv ag: inverse agonists of human GLP-1 receptor. HEK293 GLP-1R CRE-luciferase, luminescence, 24 h; GLP-1R form is constitutively active. P43220. actives 1.6% (n = 410,000). AID 624417. Potency, µM (titrated, usually from 38.3 µM), for the others: top-dose activity change, negative = inhibition, hits mostly inhibitors; note: potency is the fitted concentration of half-maximal effect; % is set by controls: 0 for no effect and ±100 for the full control effect; nearly all actives have a fitted effect of over 55% in size
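Luminescence readout: a drop in cAMP-driven luciferase signal flags inverse agonism at a constitutively active GLP-1R stably expressed in HEK293. Compound exposure lasted 24 hr at 37 deg C, 5% CO2.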
GLP-1R agonist: GLP-1 receptor (human) agonism | P43220 | HEK293 GLP-1R CRE-luciferase, luminescence, 4-6 h; cells express a hypersensitive GLP-1R form | Potency, µM (doses to about 45.6 µM), for inactives: at the top dose activation, usual class: activators | actives 0.007% (n = 380,000) | AID 624172; note: potency is the fitted concentration of half-maximal effect; % of control where 0% means no effect
TDP-43 yeast inh: inhibitors of TDP-43 toxicity in yeast; actives 1.8% (n = 410,000); Potency, µM (highest dose often 46.1 µM), without a hit: at the top dose growth rescue (activation), actives largely listed as activators; TDP-43 expressing yeast growth rescue, BacTiter-Glo, 24 h; note: potency is the fitted concentration of half-maximal effect; % of control where 0% means no effect; nearly all actives have a fitted effect of over 50% in size
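Luminescence from BacTiter-Glo reports growth of TDP-43-expressing yeast after 24 hr at 30 deg C with compound. Cells were raffinose-pregrown to mid-log, then seeded in galactose medium at OD600=0.02.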
aSyn yeast inh: alpha-synuclein toxicity inhibition in yeast. Yeast expressing alpha-synuclein, growth rescue, BacTiter-Glo, 24 h. Potency, µM (titrated, usually from 46.1 µM), without a hit: at the highest dose growth rescue (activation), usual class: activators. actives 0.14% (n = 370,000). AID 652106; note: potency is the fitted concentration of half-maximal effect; % of control where 0% means no effect; nearly all actives have a fitted effect of over 65% in size
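Rescue of yeast growth: cells expressing toxic alpha-synuclein, induced in galactose at OD600 0.02, incubated with compound 24 h at 30 C. ATP luminescence quantified growth; inhibitors of toxicity appear as activators.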
An asterisk follows results filed as active; i = inactive; ? = inconclusive; · = not tested or not shown; & = joins results of further samples; [ ] = dose if it differs, or a comment. Unless noted, calls come from the whole dose curve; as a rule, active = well fitted curve in the direction sought with a large enough effect; inconclusive = small, poorly fitted or top-dose-only effect, or another doubt; inactive = no such curve, though single readings can be large; an effect the other way counts as inactive or inconclusive. This is a subset; count on the stated rates, not on these rows.

SMILES	Abeta yeast res	PTHR1 agonist	pAkt inh	FUS suppressor	DRD3 antagonist	GLP-1R inv ag	GLP-1R agonist	TDP-43 yeast inh	aSyn yeast inh
COc1cc(C)c(S(=O)(=O)NOCc2ccc([N+](=O)[O-])cc2)c(C)c1C	14%	i	i	6%	-24	-22%	24%	-3%	-6%
COc1ccccc1-c1cc2nc(-c3ccccc3)cc(N3CCN(C(=O)c4ccco4)CC3)n2n1	-9%	-63%[inhibitor]	i	?	62	7%	1%	?	0%
CC(=N)c1c(O)c2ccccc2oc1=O	-13%	-20%	i	-20%	0	28%	-2%	-23%	-28%
O=C(Cn1ccc([N+](=O)[O-])n1)NCc1ccco1	1%	i	i	-5%	3	7%	-1%	3%	8%
COc1cccc(-c2nnc3n(Cc4ccc(F)cc4)c(=O)c4ccccc4n23)c1	-1%	-38%[inhibitor]	·	-14%	·	1%	·	6%	·
COc1cc(CCC(=O)OCC(=O)N2CCc3ccccc32)cc(OC)c1OC	·	-1%	i	11%	-1	-20%	-6%	·	·
Cc1ccc(N2C(=O)N3[C@@H]4c5ccccc5OC[C@@H]4[C@@H](c4ccccc4)[C@@]3(C)C2=O)cc1	0%	i	i	39%	24	-3%	2%	20%	2%
CC1(C)CC(NC(=O)C2CCN(S(=O)(=O)c3ccc(F)cc3)CC2)CC(C)(C)N1	16%	i	i	-7%	4	-13%	-1%	2%	1%
CCCCCC(=O)N1C[C@@H](n2cc(C3CC3)nn2)[C@H](O)C[C@@H]1c1ccccc1	-40%	-20%	i	4%	17	-9%	9%	0%	2%
Cc1ccccc1Cn1cc(NC(=O)c2nc3ncccn3n2)cn1	4%	-19%[57.5 µM]	i	15%	-7	-9%	-8%	-13%	-1%
Oc1c(C(c2ccccc2)N2CCC3(CC2)OCCO3)sc2nc(-c3ccco3)nn12 (stereo unspecified)	-2%	-16%	·	19%	·	-3%	·	12%	·
COc1ccc(-c2nnc(SCC(=O)N(C)C3CCS(=O)(=O)C3)n2N)cc1OC (stereo unspecified)	-1%	-23%	i	-10%	10	25%	0%	19%	4%
C[C@@H]1CN([C@@H](C)CO)C(=O)CCCn2nncc2CO[C@@H]1CN(C)C(=O)Nc1cccc2ccccc12	3%	-18%	i	-9%	18	15%	-1%	·	5%
Nc1nonc1-n1nnc(C(=O)N/N=C/c2ccc(O)cc2)c1COc1ccc(F)cc1	-6%	-15%	i	23%	-7	?	-2%	-29%	-18%
Oc1ccccc1-c1nc(NCc2ccccc2)c2ccccc2n1	-18%	i	i	6%	31	7%	8%	-9%	0%
COCCn1c(=NC(=O)CCS(=O)(=O)c2ccccc2)sc2c(OC)ccc(OC)c21	-4%	-12%	i	32%	9	81%[activator]	10%	-2%	-1%
CC(c1ccccc1)N1CNc2c(c(=O)n(C)c(=O)n2C)C1 (stereo unspecified)	-1%	i	i	-6%	-20	9%	-5%	12%	-15%
CCCC12CN3CC(CCC)(CN(C1)C3c1c[nH]c3ccccc13)C2=O (stereo unspecified)	-11%	-58%[inhibitor]	·	-26%	·	-8%	·	-9%[9.22 µM]	·
CCC1(CC)NC(=O)N(CC(=O)OCC(=O)NC(=O)c2ccc(Cl)cc2)C1=O	-12%	-24%	i	13%	-24	6%	3%	-24%	5%
O=C(COc1ccc(-c2nnco2)cc1)N1CCN(S(=O)(=O)c2ccccc2)CC1	10%	i	i	11%	3	9%	-4%	2%	0%
CC(=O)NC(=S)Nc1sc2c(c1C(N)=O)CCC(C)C2 (stereo unspecified)	-6%	-14%	i	28%	-11	3%	9%	-9%	-2%
CCc1ccc(CN(C(=O)c2ccco2)C2CCS(=O)(=O)C2)cc1 (stereo unspecified)	-11%	i	i	1%	8	-4%	8%	9%	3%
Cc1nc(SCC(=O)NCc2ccco2)[nH]c(=O)c1C	-31%[inhibitor]	?	i	-19%	-18	2%	5%	-25%	-4%
Cc1ccc(C2C3CN(C(C)C)CC=C3C(C#N)=C(N)C2(C#N)C#N)cc1 (stereo unspecified)	-12%	i	i	33%	-86*	?	-8%	-10%	4%
CN(Cc1ccc(F)cc1)C(=O)C(Cc1ccccc1)NC(=O)c1ccccc1 (stereo unspecified)	4%	-8%	i	0%	52	?	15%	-12%	-9%
Nc1nccnc1C(=O)OCC(=O)C12CC3CC(CC(C3)C1)C2	1%	i	i	38%	-16	1%	10%	-19%	-5%
O=C(NCc1ccc2c(c1)OCO2)c1nc(S(=O)(=O)Cc2ccccc2)ncc1Cl	17%	-24%	i	22%	-66*	?	-4%	10%	1%
N#Cc1nc(COc2cccc(Cl)c2)oc1N1CCN(c2ccccc2)CC1	-1%	i	i	16%	-17	-28%	-10%	-14%	7%
Cc1cc(NC(=O)CSc2nc3c(c(=O)n2-c2ccc(Cl)cc2)SCC3)no1	1%	-4%[57.5 µM]	i	11%	11	-22%	-4%	-11%	5%
COc1ccc(C2=NOC(COC(=O)c3ccc4ccccc4n3)C2)cc1 (stereo unspecified)	-2%	i	i	-9%	0	1%	3%	7%	7%
CC(C)Oc1ccc(C(=O)Nc2ccc([N+](=O)[O-])cc2)cc1	3%	-33%[inhibitor]	i	-23%	6	5%	12%	14%	2%
O=C1CN(C(=O)c2ccccn2)c2ccccc2N1	-5%	-14%[57.5 µM]	i	-8%	10	-23%	-14%	-18%	-2%
Cc1ccc(-c2nc3ccc(Cl)cc3c(=O)n2O)cc1	-41%[inhibitor]	i	i	3%	6	?	6%	-43%[inhibitor]	9%
CCCCn1c(N)c(N(CC(C)C)C(=O)C2CCN(C(=O)c3ccc(Cl)cc3)CC2)c(=O)[nH]c1=O	-5%	i	i	5%	4	13%	4%	-8%	7%
Cc1ccccc1Nc1nc(N)nc(COC(=O)[C@@H](NC(=O)c2ccccc2Cl)C(C)C)n1	12%	-20%	i	33%	9	14%	15%	14%	4%
O=C(NNC(=O)c1cc(-c2cccnc2)nc2ccccc12)Nc1ccc(Cl)cc1	16%	-32%[inhibitor]	i	38%	15	9%[0.307 µM]	-22%	?	-24%
CCN(CC)CCn1cnc2c([nH]c3cccc(OC)c32)c1=O	?	i	i	-5%	0	4%	1%	-5%	1%
Cc1ccc2cc(-c3noc(C4CCCCC4)n3)c(=O)[nH]c2c1	0%	-4%	i	-11%	0	-5%	-2%	6%	-3%
Cc1nn(-c2nc3ccccc3[nH]2)c(N)c1-c1ccccc1	-21%	-31%[inhibitor]	i	-10%	-16	?	6%	4%	-16%
CCOC(=O)C1(Cc2cccc(F)c2)CCN(C(=O)Cc2cccnc2)CC1	0%	i	i	10%	5	-3%	6%	-22%	0%
CCc1noc(C)c1C(=O)N(CC)CC(=O)NCc1ccc(Cl)cc1	-7%	-22%	i	?	-5	7%	2%	6%	-2%
COC(=O)C1=C(CSCc2ccco2)NC(=O)NC1c1cc(C)ccc1C (stereo unspecified)	15%[9.22 µM]	-9%	i	1%	8	?	-11%	13%	6%
COc1ccc(NC(=O)c2cc3c(s2)-c2c(C)cccc2OC3)c(OC)c1	-22%	12%	·	-7%	·	0%	·	12%	·
Cc1cc(C(=O)CNCc2ccco2)c(C)n1-c1ccc(F)cc1	-15%	-21%[57.5 µM]	i	18%	?	?	1%	-22%	1%
Cc1ncc(CN2CCC(CO)(Cc3ccccc3)CC2)s1	-10%	?	i	7%	-25	-11%	-3%	-16%	-3%
CCN(CC)c1ccc(/C=N/N2CCN(Cc3ccccc3Cl)CC2)cc1	-6%	-2%	i	2%	-6	-37%	2%	-12%	-2%
Cc1cc(F)ccc1NC(=O)CN1C(=O)CCc2cc(S(=O)(=O)N3CCOCC3)ccc21	7%	i	·	7%	·	17%	·	19%	·
COc1cc(NC(=O)c2ccc(COCC(F)(F)F)o2)cc(OC)c1OC	3%	i	i	0%	-9	8%	-1%	-4%	-2%
Cc1ccc(OCC(=O)Nc2ccc(C(=O)OCc3cc(=O)n4c(C)csc4n3)cc2)cc1	-1%	-14%	·	27%	·	-22%	·	19%	·
Cc1ccc2nc(NCCc3ccc(Cl)cc3)c3nncn3c2c1	-20%&-11%	-28%	i	-25%&-16%	-23	44%&7%[activator]	3%	11%&0%	-8%
Remaining list, next part.
SMILES	Abeta yeast res	PTHR1 agonist	pAkt inh	FUS suppressor	DRD3 antagonist	GLP-1R inv ag	GLP-1R agonist	TDP-43 yeast inh	aSyn yeast inh
COCCCNC(=O)C[C@@H]1C[C@@]2(C(=O)OC)CCCCC=C2N(CCc2ccc(OC)c(OC)c2)C1=O	1%	i	i	20%	-16	-2%	·	21%	5%
Cc1ccc(-c2ccc(CCC(=O)O)n2NC(N)=S)cc1	-1%	-21%	i	26%	10	16%	4%	5%	5%
Cc1ccc(C(=O)c2c(N)c(C(=O)Nc3ccccc3Cl)c3ccccn23)cc1	-10%	i	·	-13%	·	5%	·	0%	·
COc1cc(C)c(CN2CCC(n3nccc3NC(=O)C3CC3)CC2)cc1C	-6%	-6%	i	1%	-7	-12%	-8%	6%	-1%
CC(=O)CCc1oc2ccc(C)cc2c1-c1ccc(C)o1	-23%	-50%[inhibitor]	i	26%	-8	?	14%	-4%[9.22 µM]	4%
O=C(COc1ccc(Cl)cc1)Nc1ccc(C(=O)OCc2cc(=O)n3ccsc3n2)cc1	-10%	-12%	·	-18%	·	5%	·	19%	·
CCOC(=O)c1sc(N)nc1C(F)(F)F	6%	i	i	-35%	16	52%[activator]	12%	3%	-1%
Cc1ccc(S(=O)(=O)NCCC(=O)Nc2nccs2)cc1	-2%	i	i	-4%	-11	0%	-1%	-16%	-2%

Bioassay records (PubChem BioAssay)
